Screening data (PubChem)
BRCA1 expr up = BRCA1 expression activation. MCF7-BRCA1-FFLuc reporter, luminescence, 48 h; response scale: scaled: vehicle 0%, 10 µM genistein 100%. Potency, µM (titrated, usually from 46.1 µM), inactives show at the highest dose activation, most hits filed as activators. 1.1% of 380,000 active; active means well fitted activation curve with a large enough effect; inconclusive means small, poorly fitted or top-dose-only effect; inactive means no such curve, though single readings can be large or run the other way; further: nearly all actives have a fitted effect of over 80% in size; some results filed as inactive show a strong effect at the top dose
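Luminescence from a BRCA1-driven firefly luciferase in MCF7 cells was the read-out, taken 15 min after substrate addition following 48 h compound exposure at 37 °C. Data were normalized to a 10 microM genistein control and DMSO vehicle.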
* marks the source's active call; other numbers are inactive results; u = inconclusive. Potency means the concentration at half of the fitted maximal effect. The list is partial. The share of hits here may be higher or lower than overall.

> Cc1ccc(NC(=S)NCc2ccc(F)cc2)cc1
  BRCA1 expr up: 36%
> C[C@@H]1CN([C@@H](C)CO)C(=O)CCCn2cc(nn2)CO[C@H]1CN(C)S(=O)(=O)c1ccc2ccccc2c1
  BRCA1 expr up: -1%
> COc1ccccc1NC(=O)N(C)C[C@H]1OCc2cnnn2CCCC(=O)N([C@@H](C)CO)C[C@H]1C
  BRCA1 expr up: 2%
> Cc1nc2sc(C(c3ccco3)N3CCC4(CC3)OCCO4)c(O)n2n1 (stereo unspecified)
  BRCA1 expr up: 14%
> CC(C)n1nc(C(=O)OCC(=O)NCCc2ccc(S(N)(=O)=O)cc2)c2ccccc2c1=O
  BRCA1 expr up: -4%
> CCCN1CNc2c(c(=O)[nH]c(=S)n2CCc2ccc(C)cc2)C1
  BRCA1 expr up: 25%
> O=C1NC(=O)C2(CCCCCC2)N1
  BRCA1 expr up: -22%
> COc1ccc(-c2csc(NC(C)c3nc4cc(Cl)c(Cl)cc4n3CCOCCO)n2)cc1 (stereo unspecified)
  BRCA1 expr up: -60%
> CCOC(=O)C1(C)CCCN(C(=O)c2snnc2C)C1 (stereo unspecified)
  BRCA1 expr up: -3%
> CCOC(=O)C1CCCN(C(=O)/C=C/c2ccccc2)CC1 (stereo unspecified)
  BRCA1 expr up: 20%

> c1ccc(N2CC3COc4ccccc4C3=N2)cc1 (stereo unspecified)
  BRCA1 expr up: -1%
> Cc1cc(C(=O)N2CCCC2(C)C(=O)O)c(C)o1 (stereo unspecified)
  BRCA1 expr up: 10%
> COCCNC(=O)CN1C(=O)CSc2cc(S(=O)(=O)N3CCCCCC3)ccc21
  BRCA1 expr up: 0%
> CC(=O)OC1CCC2(C)C3=CCC4(C)C(C(C)=O)=CCC4C3CCC2C1 (stereo unspecified)
  BRCA1 expr up: -17%
> CCN(CC)S(=O)(=O)c1ccc(C(=O)NC(=S)N2CCCCC2C)cc1 (stereo unspecified)
  BRCA1 expr up: -2%
> O=C(CCN1C(=O)NC2(CCCC2)C1=O)Nc1ccc(Sc2ccc(Br)cc2)cc1
  BRCA1 expr up: -14%
> O=C1NCC(Nc2ccc(Cl)cc2)C(=O)N1 (stereo unspecified)
  BRCA1 expr up: -2%
> Cc1ccc(NC(=O)COC(=O)CN2CCSC2=O)cc1Cl
  BRCA1 expr up: 5%
> CCc1ccc(C(O)c2ncc(-c3cccc(C)c3)[nH]2)cc1 (stereo unspecified)
  BRCA1 expr up: 29%
> COc1cc(N(C)C)c(OC)cc1C=C1C=CC=C1
  BRCA1 expr up: -3%

Part of the list above, as comma-separated lines:
molecule,BRCA1 expr up
CC(=O)OC1CCC2(C)C3=CCC4(C)C(C(C)=O)=CCC4C3CCC2C1 (stereo unspecified),-17%
CCN(CC)S(=O)(=O)c1ccc(C(=O)NC(=S)N2CCCCC2C)cc1 (stereo unspecified),-2%
O=C(CCN1C(=O)NC2(CCCC2)C1=O)Nc1ccc(Sc2ccc(Br)cc2)cc1,-14%
O=C1NCC(Nc2ccc(Cl)cc2)C(=O)N1 (stereo unspecified),-2%
Cc1ccc(NC(=O)COC(=O)CN2CCSC2=O)cc1Cl,5%
CCc1ccc(C(O)c2ncc(-c3cccc(C)c3)[nH]2)cc1 (stereo unspecified),29%
COc1cc(N(C)C)c(OC)cc1C=C1C=CC=C1,-3%

Given in markdown: 6 of the compounds above
| SMILES | BRCA1 expr up |
| --- | --- |
| CCN(CC)S(=O)(=O)c1ccc(C(=O)NC(=S)N2CCCCC2C)cc1 (stereo unspecified) | -2% |
| O=C(CCN1C(=O)NC2(CCCC2)C1=O)Nc1ccc(Sc2ccc(Br)cc2)cc1 | -14% |
| O=C1NCC(Nc2ccc(Cl)cc2)C(=O)N1 (stereo unspecified) | -2% |
| Cc1ccc(NC(=O)COC(=O)CN2CCSC2=O)cc1Cl | 5% |
| CCc1ccc(C(O)c2ncc(-c3cccc(C)c3)[nH]2)cc1 (stereo unspecified) | 29% |
| COc1cc(N(C)C)c(OC)cc1C=C1C=CC=C1 | -3% |

(further entries)
> CNCCN(C)c1nc(-c2cccs2)nc2ccccc12
  BRCA1 expr up: -4%
> CCOC(=O)N1CCN(C(=O)C[C@@H]2C[C@@]3(C(=O)OC)CCCCC=C3N(CCC3=CCCCC3)C2=O)CC1
  BRCA1 expr up: -7%
> Cc1ccc(-c2nc3c(Cl)cc(C(F)(F)F)cn3c2Cc2cccc(Cl)c2)cc1
  BRCA1 expr up: -10%
> Cc1ccccc1S(=O)(=O)NC(=O)C1(C)CCN1C(=O)c1cccc(F)c1 (stereo unspecified)
  BRCA1 expr up: 15%
> CC(=O)N(c1ccccc1)c1nc2ccccc2s1
  BRCA1 expr up: u
> COC(=O)c1ccc(CNC(=O)c2ccccc2C(=O)NCC2(CBr)OCCO2)cc1
  BRCA1 expr up: 1%
> Cc1cc(C)nc(Nc2nc(C(N)Cc3ccc(C(F)(F)F)cc3)cs2)n1 (stereo unspecified)
  BRCA1 expr up: -66%
> COc1ccccc1Cc1c(-c2ccc(OC)c(OC)c2)nc2c(Cl)cc(C(F)(F)F)cn12
  BRCA1 expr up: 14%
> CCOC(=O)[C@]12CCCC=C1N(Cc1ccco1)C(=O)[C@H](CC(=O)NCc1ccccc1)C2
  BRCA1 expr up: 16%
> Cn1c(=O)c2[nH]c(CCCCCCCCc3nc4ccccc4[nH]3)nc2n(C)c1=O
  BRCA1 expr up: -66%

> CCCN1CNc2c(c(=O)[nH]c(=S)n2CCc2ccc3c(c2)OCCO3)C1
  BRCA1 expr up: 0%
> COC(=O)c1ccc2nc(-c3ccccc3)c(Cc3cccc(F)c3)n2c1
  BRCA1 expr up: 15%
> NC(=O)CC(NC(=O)Cc1cccc2ccccc12)c1ccc(NC2CCCC2)c([N+](=O)[O-])c1 (stereo unspecified)
  BRCA1 expr up: 7%
> CCOC(=O)C1=CCN(S(=O)(=O)c2ccccc2Br)C1c1cccc(C)c1 (stereo unspecified)
  BRCA1 expr up: -4%
> Cc1c(C(=O)NCc2ccccc2C(F)(F)F)sc(=O)n1Cc1ccc(Cl)c(Cl)c1
  BRCA1 expr up: 0%
> CCCCc1ccc(S(=O)(=O)NC(=O)C2(C)CCN2C(=O)c2c(C)noc2C)cc1 (stereo unspecified)
  BRCA1 expr up: 33%
> CN(C)CCNC(=O)c1[nH]c(C(F)(F)F)nc1-c1ccccc1
  BRCA1 expr up: 13%
> Cc1ccc(Cc2c(-c3cccc(Br)c3)nc3c(C)cc(Br)cn23)cc1
  BRCA1 expr up: 0%
> COc1ccc(CN2CCC2(C)C(=O)NCc2ccc3c(c2)OCO3)c2ccccc12 (stereo unspecified)
  BRCA1 expr up: -24%
> CC1(C(=O)NS(=O)(=O)c2cccc(C#N)c2)CCN1C(=O)C1(c2ccc(Cl)cc2)CC1 (stereo unspecified)
  BRCA1 expr up: -7%

Already shown: two of the compounds above.
> CCCN1CNc2c(c(=O)[nH]c(=S)n2CCc2ccc3c(c2)OCCO3)C1
  BRCA1 expr up: 0%
> COC(=O)c1ccc2nc(-c3ccccc3)c(Cc3cccc(F)c3)n2c1
  BRCA1 expr up: 15%

(listing goes on)
> CCOC(=O)[C@H]1[C@H]2COc3ccc(Br)cc3[C@H]2N2C(=O)CN(Cc3ccc(C)cc3)C(=O)[C@@]12C
  BRCA1 expr up: -47%
> O=C1c2ccccc2S(=O)(=O)c2cc(N3CCC(C(=O)N4CCCCC4)CC3)ccc21
  BRCA1 expr up: -9%
> OCCOCCn1c(C2CCCN2c2nc(-c3ccc(F)cc3)cs2)nc2cc(Cl)c(Cl)cc21 (stereo unspecified)
  BRCA1 expr up: -75%
> CC1(C)OC(=O)C2=C(C[C@@H](C3CCCCC3)O[C@@H]2c2ccc(F)cc2)O1
  BRCA1 expr up: -25%
> COc1ccc(Nc2nc(NCCO)nc(N3CCCC3)n2)cc1
  BRCA1 expr up: 6%
> CN(CCc1ccccc1)C(=O)c1ccc(NC(=O)Cc2ccc(NC(=O)C3CCCN(C(=O)C4CCCC4)C3)cc2)cc1 (stereo unspecified)
  BRCA1 expr up: -31%
> COc1ccc(C2CCCCCN2C(=O)C2CCN(S(=O)(=O)c3cccc(C(C)=O)c3)CC2)cc1 (stereo unspecified)
  BRCA1 expr up: -23%
> Cc1ccc(S(=O)(=O)N(C)C[C@@H]2OCc3cnnn3CCCC(=O)N([C@@H](C)CO)C[C@@H]2C)cc1
  BRCA1 expr up: 1%
> COc1ccc(-c2nnc(SCC(=O)N(C)C3CCS(=O)(=O)C3)n2CC(C)C)cc1 (stereo unspecified)
  BRCA1 expr up: 19%
> O=C(C1CCN(S(=O)(=O)c2ccc(Cl)s2)CC1)N1CCN(c2ccccc2)CC1
  BRCA1 expr up: -28%

> CCN1C(c2ccc(F)cc2)=CS/C1=C(/C#N)c1nnc2n1-c1ccccc1SC2
  BRCA1 expr up: -29%
> O=[N+]([O-])c1nc2ccccc2[nH]1
  BRCA1 expr up: 29%
> C[C@@H]1CN([C@@H](C)CO)C(=O)c2cc(NC(=O)Nc3cccc4ccccc34)ccc2O[C@@H](C)CCCCO[C@H]1CN(C)C(=O)c1ccccc1
  BRCA1 expr up: 18%
> CC1(C(=O)NS(=O)(=O)c2cccc(F)c2)CCN1C(=O)c1ccccc1CCc1ccccc1 (stereo unspecified)
  BRCA1 expr up: 3%
> CCN(CC)C(=O)C1=C(C)N(Cc2ccc(F)cc2)C(=O)C(CC(=O)NCC2CCCCC2)C1 (stereo unspecified)
  BRCA1 expr up: 1%
> C[C@H](CO)N1C[C@H](C)[C@H](CN(C)Cc2cccc(C(F)(F)F)c2)OCc2ccccc2-c2c(n(C)c3ccccc23)C1=O
  BRCA1 expr up: 0%
> COCCN1C[C@@H](CO)O[C@@H](n2cnc3c(NCc4ccc(F)cc4)ncnc32)C1
  BRCA1 expr up: 27%
> Cc1cc(Br)cn2c(Cc3ccccc3)c(-c3ccco3)nc12
  BRCA1 expr up: -5%
> O=S(=O)(SC1=NCCN1)c1ccccc1
  BRCA1 expr up: -9%
> CCCC[C@@H]1Cc2[nH][nH]c(=O)c2[C@H](c2cccc3ccccc23)O1
  BRCA1 expr up: -6%

> COc1ccc(N(CC(=O)NCC2CCCO2)C(=O)CCC(=O)Nc2nccs2)cc1 (stereo unspecified)
  BRCA1 expr up: 4%
> COc1ccc(-c2c(C(=O)c3ccccc3)[nH]c(N)c2C(=O)NC2CC2)cc1OC
  BRCA1 expr up: 14%
> CCOC(=O)C(C(=O)c1ccccc1)C(c1ccccc1)c1nccc2ccccc12 (stereo unspecified)
  BRCA1 expr up: -4%
> COc1ccc(-n2nnnc2C(c2ccccc2)N2CCN(C/C=C/c3ccccc3)CC2)cc1 (stereo unspecified)
  BRCA1 expr up: -19%
> N#Cc1ccc(S(=O)(=O)N2CCN(CN3C(=O)CC4(CCCC4)C3=O)CC2)cc1
  BRCA1 expr up: 0%
> CCOc1ccccc1NC(=O)C1CCCC1
  BRCA1 expr up: -12%
> Cc1cc(C(=O)Nc2cccc3ccccc23)oc1C
  BRCA1 expr up: 2%
> O=C(NCc1nnnn1-c1ccccc1)c1ccc2ccccc2c1
  BRCA1 expr up: -3%
> Cc1c(NS(=O)(=O)c2cc(C(=O)NCc3cccc(Cl)c3)ccc2Cl)c(=O)n(-c2ccccc2)n1C
  BRCA1 expr up: -23%
> Nc1ccccc1-c1ccc([N+](=O)[O-])cc1
  BRCA1 expr up: -5%

> O=C1NC(=S)SC1=Cc1ccccc1C(=O)O
  BRCA1 expr up: 17%
> Cc1ccc(-n2c(C)nc3ccsc3c2=O)cc1
  BRCA1 expr up: -1%
> CN1CCN(C(=O)c2cc3c(c(-c4cccc(C#CC(C)(C)O)c4)n2)[C@H](CCO)N(S(=O)C(C)(C)C)C3)CC1 (stereo partly specified)
  BRCA1 expr up: 11%
> O=C(CSc1nnc(CN2CCOCC2)n1-c1ccc(Cl)cc1)N1CCc2ccccc21
  BRCA1 expr up: -16%
> CN(CCc1ccccc1)C(=O)c1cccc(NC(=O)Cc2cccc(NC(=O)C3CCN(C(=O)C4CC4)CC3)c2)c1
  BRCA1 expr up: 10%
> C[C@@H]1CN([C@@H](C)CO)C(=O)CCCn2cc(nn2)CO[C@H]1CN(C)C(=O)Oc1ccccc1
  BRCA1 expr up: 22%
> Cc1ccc(C(=O)NCCc2nnc3ccc(SCC(=O)Nc4nnc(C)s4)nn23)cc1
  BRCA1 expr up: -3%
> Nc1ncnc(N)c1NC(=O)c1ccc(OCc2ccccc2)cc1
  BRCA1 expr up: -4%
> COc1ccc(CC(N)c2csc(NC(=O)c3ccc(OC)cc3)n2)cc1 (stereo unspecified)
  BRCA1 expr up: -22%
> C[C@H]1CN([C@@H](C)CO)C(=O)CCCn2nncc2CO[C@@H]1CN(C)C(=O)Cc1ccccc1
  BRCA1 expr up: 8%

> CC1(C(=O)NS(=O)(=O)Cc2ccccc2)CCN1C(=O)Cc1cc(F)ccc1F (stereo unspecified)
  BRCA1 expr up: 16%
> COc1cccc(S(=O)(=O)Nc2ccc3c(c2)[C@H]2C[C@H](CC(=O)N[C@@H](C)c4ccccc4)O[C@H](CO)[C@H]2O3)c1
  BRCA1 expr up: -21%
> COc1ccc(NC(=O)c2ccccc2OCC(=O)Nc2ccc(Br)cc2)cc1
  BRCA1 expr up: -2%
> Cc1ccc(NC(=O)c2ncn(CCCNCCCN3CCCC3=O)n2)cc1C
  BRCA1 expr up: 7%
> Cn1c(=O)c2[nH]c(CCCC(=O)O)nc2n(Cc2ccccc2)c1=S
  BRCA1 expr up: -6%
> COc1ccc(-c2nc3ccc(C)cn3c2Cc2cccc(Cl)c2)cc1OC
  BRCA1 expr up: 1%
> CC(=O)N1C[C@H]2CON(C)[C@H]2C[C@H]1c1cccc(-c2ccccc2)c1
  BRCA1 expr up: 5%
> CC1(c2nnnn2Cc2ccccc2)CCC(=O)N1Cc1ccc(F)cc1 (stereo unspecified)
  BRCA1 expr up: -4%
> CC(C)CC1C(=O)N(Cc2cn(CC3CCCCC3)nn2)CCS(=O)(=O)N1Cc1ccc(-c2ccc(F)nc2)cc1 (stereo unspecified)
  BRCA1 expr up: -63%
> O=c1[nH]nc(-c2cc(-c3ccccc3)nc3ccccc23)o1
  BRCA1 expr up: 11%
> OCCCNc1ncnc2c1ncn2[C@H]1CN(Cc2ccncc2)C[C@@H](CO)O1
  BRCA1 expr up: 30%
